High-throughput results from PubChem.
USP2a inh = USP2a (human) protease inhibition. AID 463254. Potency, µM (doses to about 38.3 µM), without a hit: at the highest dose activity change, negative = inhibition, hits mostly inhibitors. 0.01% of 330,000 active. USP2 core, Ub-CHOP2 coupled fluorogenic reporter, 485/531;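 also: potency is read from the fitted curve at half-maximal effect; plate controls were DMSO wells for no effect and full inhibition by NEM control for full effect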
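Deubiquitinase activity read as fluorescence (485/531 nm) after Ub-CHOP2 cleavage activates the enterokinase reporter on its substrate; USP2 core 10nM, Ub-CHOP2 and substrate 25nM each, 30min compound preincubation then 60min RT; data normalized to NEM, curves fitted.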
a7 integrin act = activates integrin-mediated alleviation for muscular dystrophy; 0.064% of 350,000 active; Potency, µM (titrated, usually from 38.3 µM), inactives show at the highest dose activation, usual class: activators; alpha7betagal myoblasts, beta-gal FDG fluorescence, 48 h; AID 624291;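 also: potency is read from the fitted curve at half-maximal effect; 100% = response of the positive control SU9516; nearly all actives have a fitted effect of over 60% in size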
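alpha7betagal+/- myoblasts (passage 13, 250/well) treated 48 h at 37C with compounds at 1:260 dilution of DMSO stock. Lysed, then beta-galactosidase activity read as FDG fluorescence (ex 480/em 540) after 30 min, with pre-read for autofluorescence.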
BRCA1 expr act = increases BRCA1 expression. MCF7-BRCA1-FFLuc reporter, luminescence, 48 h; response scale: scaled: vehicle 0%, 10 µM genistein 100%. Potency, µM (highest dose often 46.1 µM), for inactives: top-dose activation, actives largely listed as activators. 1.1% of 380,000 active; also: potency is read from the fitted curve at half-maximal effect; nearly all actives have a fitted effect of over 80% in size; some results filed as inactive show a strong effect at the top dose
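Cells: MCF7-BRCA1-FFLuc, 2000/well. Exposure: 48 h, 37 °C, 5% CO2. Read: luminescence, 15 min post-substrate. Controls: genistein 10 microM (maximal activation), DMSO (neutral).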
Eya2 phos inh = blocks the phosphatase activity of human Eya2; O00167; recombinant Eya2, OMFP fluorescence dephosphorylation (OMFP is methylfluorescein phosphate); 0.006% of 330,000 active; Potency, µM (top dose mostly 76.9 µM), for the others: at the top dose activity, negative = inhibition, actives largely listed as inhibitors; also: potency is read from the fitted curve at half-maximal effect; % is scaled to controls: 0 for no effect and ±100 for the full control effect
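Eya2 protein (added as 0.2 uM solution) was preincubated with compound for 10 min at ambient temperature in 50 mM HEPES pH 7.5, 50 mM NaCl, 5 uM MgCl2, 0.05% BSA, 1 mM DTT. OMFP (added at 50 uM) then reacted 10 min; fluorescence read at 485/525 nm.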
TSG101-PTAP inh = blocks PTAP/TSG101 interaction to inhibit HIV-1 budding | Q99816 | Potency, µM (doses to about 115 µM), inactives show top-dose activity change, negative = inhibition, hits mostly inhibitors | 340,000 tested, under 10 active | Fluorescence polarization, FITC-PTAP peptide / Tsg101 binding; active = well fitted inhibition curve with a large enough effect in the main read-out, with a control signal flat, not every such curve was filed as active; inconclusive = small, poorly fitted or top-dose-only effect, or effect the other way, or a change in a side signal; inactive = no such curve, though single readings can be large or run the other way; also: potency is read from the fitted curve at half-maximal effect; % of control where 0% means no effect
Target sequence (Q99816 whole entry, looked up): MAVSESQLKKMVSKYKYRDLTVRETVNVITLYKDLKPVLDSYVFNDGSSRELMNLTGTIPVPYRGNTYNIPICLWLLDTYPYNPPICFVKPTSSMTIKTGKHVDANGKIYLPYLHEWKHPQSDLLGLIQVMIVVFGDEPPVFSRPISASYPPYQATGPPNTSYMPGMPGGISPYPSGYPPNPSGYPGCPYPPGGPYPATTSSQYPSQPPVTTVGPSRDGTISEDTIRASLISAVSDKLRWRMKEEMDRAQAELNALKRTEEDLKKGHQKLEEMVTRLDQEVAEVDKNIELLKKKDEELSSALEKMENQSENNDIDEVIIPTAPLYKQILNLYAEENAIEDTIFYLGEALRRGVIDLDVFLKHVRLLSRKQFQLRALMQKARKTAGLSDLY
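Compounds were pin-transferred onto Tsg101 binding domain (10 uM final) in HEPES pH 7.5 buffer, then FITC-PTAP peptide was added at 50 nM final. After 20 min at RT, polarization reported peptide displacement across a qHTS concentration series.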
TRPV1 ag = agonists of human vanilloid receptor 1 (TRPV1) | Q8NER1 | TRPV1-expressing cells, Fluo-8 calcium influx, agonist mode | activation, % at 8.33 µM | 0.19% of 320,000 active; in the data active = activation above about 80%; inconclusive = between about 30% and that limit; also: 0% is about no effect
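Cells expressing TRPV1 were dye-loaded with Fluo-8 and read kinetically: 10 s baseline, 3 min after compound (agonist portion), then 2 min after EC20 capsaicin (allosteric enhancer portion). Calcium-bound dye fluorescence at 480/520 nm.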
p53 reactivation = re-activators of mutant p53 | H1299 p53-A138V BP100-luciferase reporter, luminescence, 24 h | 0.063% of 320,000 active | Potency, µM (highest dose often 92.2 µM), inactives show at the highest dose activity change, positive = activation, most hits filed as activators; also: potency is read from the fitted curve at half-maximal effect; % of control where 0% means no effect; nearly all actives have a fitted effect of over 45% in size
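H1299 (p53-null), stable ts p53-A138V + BP100-Luc; 1000 cells/well, Opti-MEM/10% FBS; cpd 4 pt, 1:5; 24 h, 37 deg C, 5% CO2; detection reagent 10 min RT; luminescence.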
B2AR arrestin = recruits beta-arrestin to the human beta2-adrenergic receptor | Potency, µM (top dose mostly 46.1 µM), inactives show at the highest dose activation, usual class: activators | beta-arrestin recruitment to beta2AR, cell-based reporter | 0.02% of 330,000 active | AID 492947;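 also: potency is read from the fitted curve at half-maximal effect; 0% = DMSO controls and full agonism = EC100 isoproterenol or metaproterenol; nearly all actives have a fitted effect of over 65% in size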
S-ASM inh = blocks human secretory acid sphingomyelinase | P17405 | placental ASM, HMU-PC fluorogenic substrate, 60 min | Potency, µM (series often up to 57.5 µM), inactives show top-dose activity change, negative = inhibition, most hits filed as inhibitors | 0.006% of 340,000 active; also: potency is read from the fitted curve at half-maximal effect
Target sequence (P17405 47-631 limits assumed): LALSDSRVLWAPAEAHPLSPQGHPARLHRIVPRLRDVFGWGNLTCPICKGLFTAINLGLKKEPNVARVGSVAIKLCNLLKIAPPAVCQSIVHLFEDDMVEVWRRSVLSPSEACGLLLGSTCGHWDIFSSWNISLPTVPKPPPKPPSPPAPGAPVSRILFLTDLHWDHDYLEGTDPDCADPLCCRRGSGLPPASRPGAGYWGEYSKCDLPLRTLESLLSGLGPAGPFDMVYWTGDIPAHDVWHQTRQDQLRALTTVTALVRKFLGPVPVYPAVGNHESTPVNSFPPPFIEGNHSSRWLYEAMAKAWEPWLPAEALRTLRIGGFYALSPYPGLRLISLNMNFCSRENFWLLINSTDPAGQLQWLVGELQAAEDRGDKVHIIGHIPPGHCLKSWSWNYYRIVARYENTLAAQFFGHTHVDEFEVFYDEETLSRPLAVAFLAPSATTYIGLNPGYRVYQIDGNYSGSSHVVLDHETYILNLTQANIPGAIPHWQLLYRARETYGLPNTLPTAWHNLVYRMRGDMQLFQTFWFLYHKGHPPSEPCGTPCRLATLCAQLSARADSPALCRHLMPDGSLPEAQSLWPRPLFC
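qHTS format. ASM enzyme prepared from human placenta hydrolyses the fluorogenic substrate HMU-PC0 (9 uM final) over 60 min at 37 °C after a 10 min compound preincubation.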
ELG1 genotoxic = induces genotoxicity in HEK293T cells with luciferase-tagged ELG1. HEK293T ELG1-luciferase reporter, luminescence, 16 h. Potency, µM (highest dose often 46 µM), inactives show at the highest dose activity change, positive = activation, hits mostly activators. 1.3% of 330,000 active. AID 504466; also: potency is read from the fitted curve at half-maximal effect; % of control where 0% means no effect; nearly all actives have a fitted effect of over 60% in size
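Quantitative HTS format in 1536-well plates. HEK293T ELG1-luciferase reporter cells receive test compound and are incubated 16 hr at 37 °C, 5% CO2; ONE-Glo added, 30 min room temperature, then luminescence read.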
uPA surface inh = inhibitors of cell surface uPA generation | AID 540303 | 0.31% of 330,000 active | Potency, µM (highest dose often 38.3 µM), for inactives: at the top dose activity change, negative = inhibition, actives largely listed as inhibitors | cell surface uPA generation assay, qHTS; active = well fitted inhibition curve with a large enough effect; inconclusive = small, poorly fitted or top-dose-only effect; inactive = no such curve, though single readings can be large or run the other way; tested in mouse RAW 264.7 cells; also: potency is read from the fitted curve at half-maximal effect; % is scaled to controls: 0 for no effect and ±100 for the full control effect; nearly all actives have a fitted effect of over 55% in size
Starred values were filed as active, the others as inactive; ? = inconclusive; · = not tested or not shown; [ ] = dose if it differs, or a comment. Unless noted, calls follow the shape of the dose curve; as a rule, active = well fitted curve in the direction sought with a large enough effect; inconclusive = small, poorly fitted or top-dose-only effect, or another doubt; inactive = no such curve, though single readings can be large; an effect the other way counts as inactive or inconclusive.

SMILES	USP2a inh	a7 integrin act	BRCA1 expr act	Eya2 phos inh	TSG101-PTAP inh	TRPV1 ag	p53 reactivation	B2AR arrestin	S-ASM inh	ELG1 genotoxic	uPA surface inh
O=C(c1ccc(=O)[nH]c1)N(Cc1ccco1)C1(C(=O)NC2CCCCC2)CCCCC1	1%	10%	-19%	-34%	-6%	1	5%	-0.1%	0%	-2%	-5%
O=C(CN1C(=O)NC(Cc2c[nH]c3ccccc23)C1=O)Nc1ccc(Br)cc1F (stereo not given)	0%	-16%	-7%	21%	-1%	-1	7%	-0.2%	-2%	1%	14%
Cc1ccc2c(c1)nnn2C1CCN(S(=O)(=O)c2ccc(C(=O)NC3CCCC3)cc2)CC1	2%	-27%	-15%	13%	-3%	11	6%	3.2%	-15%	-8%	4%
CCOc1ccc2[nH]c3nc(SCC(=O)NCC4CCCO4)nnc3c2c1 (stereo not given)	-1%	-14%	-8%	-8%	0%	2	3%	0.3%	-1%	0%	6%
Cc1cc(Br)ccc1NC(=O)CNC(=O)Cn1ncc(Cl)c(Cl)c1=O	0%	-63%[inhibitor]	-3%	4%	1%	-2	-12%	-0.9%	-1%	4%	0%
COc1ccccc1C(=O)CC(=O)c1ccccc1	-3%	-25%	16%	4%	2%	-4	6%	-0.2%	0%	?	-19%
COc1cc(Cl)c(C)cc1NC(=O)CCNC(=O)c1ccco1	1%	-14%	-27%	-10%	-5%	1	-7%	0.1%	6%	-3%	-2%
COc1ccc(CNC(=O)c2cccc3c2C(=O)N(CC2CCCO2)C3)cc1 (stereo not given)	-1%	2%	-17%	?	1%	4	2%	0.5%	2%	-3%	-4%
CCC1=Nc2cc(C(=O)NCc3cccnc3)ccc2Sc2ccc(C)cc21	-1%	-12%	-57%	13%	-3%	?	-4%	-0.6%	4%	15%	-2%
COc1ccccc1CNC(=O)C(=O)NCC1OCCN1S(=O)(=O)c1ccc2c(c1)OCCO2 (stereo not given)	2%	4%	-6%	-1%	-1%	0	-4%	-0.5%	0%	-1%	13%
Cc1ccc(NC(=O)N2C3CCCC2CC(NC(=O)C(C)(C)C)C3)cc1 (stereo not given)	-1%	9%	13%	3%	-3%	-1	·	-0.2%	2%	-6%	-1%
Cn1cnc(C(=O)N2CCN(c3ccccc3)CC2)c1C(=O)N1CCN(c2ccccc2)CC1	-1%	-6%	0%	6%	-3%	1	8%	-0.3%	1%	2%	-8%
Cc1nc2nc(NC(=O)c3ccco3)[nH]n2c(=O)c1C	1%	17%	15%	5%	0%	1	7%	0.2%	-3%	1%	5%
Cc1ccc(NC(=O)c2cccs2)cc1S(=O)(=O)Nc1cccc(Cl)c1	0%	11%	-100%[inhibitor]	-2%	-4%	-2	-2%	-0.2%	-26%	-5%	-4%
COc1cccc(NC(=O)CN(Cc2ccccc2)S(C)(=O)=O)c1	1%	-8%	-13%	6%	0%	-4	-4%	-1.6%	-2%	-5%	2%
COc1cccc(-c2nc(CS(=O)(=O)CC(=O)Nc3cc(F)ccc3F)c(C)o2)c1	-3%	21%	13%	-3%	-3%	19	4%	0.0%	-3%	-8%	13%
N/C(=N\OC(=O)c1cccs1)c1cccc([N+](=O)[O-])c1	-1%	33%	67%	-6%	-4%	9	?	-0.1%	-1%	?	-4%
NC(=O)c1ccc(NC(=O)COC(=O)/C=C/c2ccc3c(c2)OCO3)cc1	0%	20%	14%	2%	-9%	15	7%	-0.8%	10%	7%	5%
Cn1nnnc1SCC(=O)Nc1ccc(Br)cc1Cl	-15%	-29%	33%	-4%	-4%	-2	-5%	-1.7%	0%	4%	7%
CCOc1ccc(S(=O)(=O)Nc2ccc(C(=O)N/N=C(\C)c3ccc(-n4ccnc4)cc3)cc2)cc1	-3%	-21%	0%	4%	2%	3	-4%	-0.4%	-14%	-4%	5%
C[C@H](C(=O)O)c1n[nH]c(=O)c2ccccc12	2%	6%	2%	-11%	-3%	-1	3%	-0.2%	-1%	-3%	4%
CC1CC(C)(C)CC2(C1)NC(=O)N(CC(=O)NCC(c1ccco1)N1CCCCC1)C2=O (stereo not given)	-1%	-22%	40%	-15%	-8%	-1	-1%	-0.5%	1%	-4%	3%
CCCc1cc(=O)n2[nH]c(NC(=O)c3ccco3)nc2n1	2%	-71%[inhibitor]	-1%	-20%	-1%	1	8%	0.0%	1%	-1%	3%
Cc1ccc2c(COC(=O)C34CC5CC(CC(C5)C3)C4)cc(=O)oc2c1	-3%	10%	25%	0%	0%	?	16%	0.3%	-1%	?	-4%
Cc1ccc(-c2csc3nnc(SCC(=O)Nc4cccc(C)n4)n23)cc1	-2%	-30%	17%	4%	0%	-1	1%	-0.2%	-2%	0%	2%
COc1ccc(NC(=O)CSc2nc(-c3ccncc3)nn2CC(=O)N2CCCC2)cc1	0%	-2%	4%	3%	0%	-1	7%	-0.3%	5%	1%	·
C=CCNc1nc(-c2sc(NC(=O)CC)nc2C)cs1	-4%	-18%	47%	-11%	-3%	-2	?	-0.4%	6%	3%	-8%
NC(=O)CC(NC(=O)c1ccc(Br)cc1)c1ccc(N2CCN(c3ccccn3)CC2)c([N+](=O)[O-])c1 (stereo not given)	-4%	0%	-28%	-3%	-2%	2	-5%	-0.2%	-4%	-7%	2%
COc1cccc(NC(=O)CN(c2ccc(C)cc2)S(=O)(=O)c2c(C)nn(C)c2C)c1	1%	-17%[7.66 µM]	-36%	4%	-2%	0	-11%	0.1%	0%	0%	1%
Cc1ccc(Cn2nnc3c(=O)[nH]c(C4CCCN(C(=O)Nc5ccc(F)cc5F)C4)nc32)cc1 (stereo not given)	1%	-28%	-30%	-1%	1%	-3	3%	-0.7%	-18%	0%	-17%
CCOc1cc2nc3c4ccccc4n(C)c3nc2cc1OCC	2%	18%	5%	2%	-4%	2	10%	-0.2%	258%[activator]	-3%	4%
Cc1cc(F)ccc1S(=O)(=O)Nc1nc2ccccc2nc1Cl	0%	-25%	-41%	13%	2%	0	-2%	0.2%	35%[activator]	-23%	0%
O=C(CCCN1C(=O)c2ccccc2C1=O)NCc1cccnc1	2%	9%	-5%	-14%	-4%	5	-2%	-0.2%	4%	3%	2%
Cc1ccc(Cn2c(CN3CCN(C(=O)c4ccco4)CC3)nc3c2c(=O)n(C)c(=O)n3C)cc1	0%	8%	-16%	-4%	-1%	-3	-13%	2.6%	-1%	1%	·
Cn1c(SCC(=O)Nc2cc([N+](=O)[O-])ccc2F)nnc1C(F)(F)F	1%	8%	-16%	10%	-1%	-1	-10%	-0.5%	4%	0%	2%
COC(=O)CSc1nc(NC(C)=O)nc(C)c1Br	0%	11%	11%	2%	0%	-2	4%	-0.1%	2%	-3%	1%
Cn1c(=O)n(Cc2ccccc2)c(=O)c2c1nc1n2CCCN1CCc1ccccc1	-1%	-30%	-55%	-9%	2%	6	-2%	-0.7%	-16%	-24%	·
CCN(CC)c1ccc2c(-c3ccc(S(=O)(=O)O)cc3S(=O)(=O)[O-])c3ccc(=[N+](CC)CC)cc-3oc2c1	?	-76%[inhibitor]	-48%	?	?	-3	-8%	-0.3%	-6%	-3%	-4%
CCNc1nc(N)c(C(=O)C23CC4CC(CC(C4)C2)C3)s1	2%	21%	-11%	-4%	2%	?	0%	-0.4%	-2%	0%	1%
CCN(CC)C(=O)N1CCc2ccccc2C1CN1C(=O)c2ccccc2C1=O (stereo not given)	·	-21%	-16%	·	-1%	·	·	·	-2%	·	-5%
C=CCn1c(Br)nc2c1c(=O)n(C)c(=O)n2C	?	-11%	6%	-3%	-2%	-4	-7%	-0.4%	2%	-3%	1%
Cc1ccccc1C1(CCN2CCCCC2)CCOC(C)(C)C1 (stereo not given)	1%	-11%	12%	3%	-2%	3	-13%	0.1%	6%	-4%	5%
CN(C)C(CNC(=O)c1ccc(NS(=O)(=O)c2ccc3[nH]c(=O)[nH]c3c2)cc1)c1ccccc1 (stereo not given)	2%	4%	-24%	15%	-6%	-2	-3%	-0.4%	-3%	-1%	1%
C=C(C)c1cccc(C(C)(C)NC(=O)Nc2nnc(C(C)C)s2)c1	6%	-15%	-32%	0%	-2%	1	3%	-1.0%	-4%	0%	-5%
CC(Sc1nncs1)C(=O)NCC(=O)Nc1ccc(F)c(F)c1F (stereo not given)	3%	-39%	-6%	-4%	-1%	1	?	0.5%	3%	0%	3%

Not a hit list; about 2.6% have a hit in one of these screens.
